# HTR2A ag – mouse HTR2A agonism via beta-arrestin recruitment | P35363 | CHO-K1 mHTR2A beta-arrestin complementation, luminescence; percent of 30 µM serotonin response | activation, % at 7.6 µM | actives 0.66% (n = 360,000);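 active = activation above a run cutoff, the mean activation of all tested compounds plus 3 SD, cut at about 14% in these data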;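 note: 0% = plate median of compound wells and 100% = 30 µM serotonin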
# Target sequence (P35363 whole entry, looked up): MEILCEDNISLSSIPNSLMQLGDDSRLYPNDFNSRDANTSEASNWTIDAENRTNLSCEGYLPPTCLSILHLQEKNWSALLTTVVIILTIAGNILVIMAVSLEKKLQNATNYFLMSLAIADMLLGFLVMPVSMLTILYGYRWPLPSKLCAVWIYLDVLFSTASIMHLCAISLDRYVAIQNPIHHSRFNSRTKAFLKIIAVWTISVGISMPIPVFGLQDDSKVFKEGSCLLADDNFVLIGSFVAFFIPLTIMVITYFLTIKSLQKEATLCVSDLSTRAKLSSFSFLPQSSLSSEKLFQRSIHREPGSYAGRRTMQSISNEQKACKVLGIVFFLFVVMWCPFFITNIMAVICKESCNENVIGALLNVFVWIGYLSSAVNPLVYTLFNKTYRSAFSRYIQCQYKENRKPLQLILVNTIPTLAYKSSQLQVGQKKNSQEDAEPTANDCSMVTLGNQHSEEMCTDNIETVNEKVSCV
# Exocytosis inh – blocks lytic granule exocytosis; TALL-104 LAMP-1 surface exposure, flow cytometry; cells stimulated with thapsigargin and PMA; inhibition, % at 10 µM; actives 0.66% (n = 360,000); AID 651702;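 active = inhibition above about 55%, limit read from the data; inconclusive = no clear call, values can overlap the other calls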
# aDG glyco act – increases alpha dystroglycan glycosylation; activation, % at 10 µM; Pro5-aDG cells, alpha-DG glycosylation AlphaScreen (IIH6); 0% Pro5, 100% B10-LARGE cell signal; actives 0.22% (n = 360,000);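 active = activation of at least 8% versus controls, or a plate z-score of at least 8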;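 note: Pro5 are CHO cells carrying HIG-tagged alpha-DG that lacks glycosylation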
# iPSC survival up – enhancers of human iPSC single-cell survival; hiPSC single-cell survival, ATPlite luminescence; 100% = ROCK inhibitor wells, 0% = DMSO; survival enhancement, % at 20 µM; actives 0.044% (n = 360,000); AID 602274; in the data active = survival enhancement above about 18%;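 note: cells exposed to compounds for 16 hours before the ATP read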
# CaV13 ICDI inh – Primary screen for inhibitors of IQ motif and Ca2+-dependent inactivation inhibitor domain binding in CACNA1D, Förster resonance energy transfer in living cells, …. HEK cells, CFP/YFP FRET ICDI-IQ, plate reader, 10 min; percent FRET-ratio fall versus neutral wells. inhibition, % at 12.3 µM. actives 0.098% (n = 340,000);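 active = mean replicate inhibition of at least 30% and at least 1% of replicates passing that level; inconclusive = only one of the two criteria is met; inactive = neither criterion is met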;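 note: 0% = median of the neutral control wells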
# Glyco luc inh – blocks N-linked glycosylation in D54 reporter cells; D54 ERlucT glycosylation luciferase reporter, 24 h; percent of 100 nM tunicamycin response; reporter increase, % at 12.5 µM; actives 0.23% (n = 360,000);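 active = mean luciferase reporter signal, scaled so untreated is 0 and the glycosylation-blocking control 100, at or above a set limit in every replicate; inconclusive = mean reaches the limit but not every replicate does; inactive = mean below the limit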;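 note: luciferase carries N-glycosylation sites so blocking glycosylation raises the light; 0% = median of neutral control wells and 100% = median of 100 nM tunicamycin wells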
# H9c2 protect – modulators protecting cardiomyocytes from myocardial damage. H9c2 cardiomyocytes, H2O2 injury protection, ATPLite, 2 h. protection from H2O2 cell death, % at 20 µM. actives 0.63% (n = 360,000). AID 588492;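 active = compounds giving at least 50% protection of heart cells from peroxide-induced death in the single-dose screen, raw or plate-pattern-corrected value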;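 note: 0% = DMSO wells with peroxide and 100% = DMSO wells without peroxide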
# ABCB6 inh MLPCN – inhibitors of human ABC transporter ABCB6 | fluorescence ratio to DMSO, % at 10 µM | actives 0.19% (n = 360,000) | AID 602162 | Q9NP58 | K562-ABCB6 porphyrin accumulation, flow cytometry, 1 h; stronger effect = lower value;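 active = fluorescence ratio to DMSO below 75%, the collection mean minus 3 SD; inconclusive = too few cells collected in the well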;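 note: signal is porphyrin accumulated inside mitochondria; 100% equals median channel fluorescence of DMSO control wells; lower ratio means ABCB6 inhibition with less porphyrin fluorescence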
# Vif imaging – inhibitors of HIV Vif. HEK293T cells, Vif self-association by quenched fluorescence, imaging, 24 h. inhibition, % at 7.49 µM. actives 0.35% (n = 340,000); in the data active = inhibition above about 50%, passing the limit was not always enough; inconclusive = no clear call, values can overlap the other calls; inactive = below about 31%; note: some results filed as inactive read as strong as hits
# PDI inh – PDI (human) enzyme inhibition; P07237; PDI insulin aggregation turbidity, A650, 90 min; inhibition, % at 10 µM; actives 0.052% (n = 350,000);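 active = mean inhibition across replicates of 30% or more, whatever share of single replicates reach that level; inconclusive = mean inhibition below 30% while every single replicate reaches 30%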;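 note: absorbance from insulin aggregation driven by PDI reduction with DTT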
# Target sequence (P07237 whole entry, looked up): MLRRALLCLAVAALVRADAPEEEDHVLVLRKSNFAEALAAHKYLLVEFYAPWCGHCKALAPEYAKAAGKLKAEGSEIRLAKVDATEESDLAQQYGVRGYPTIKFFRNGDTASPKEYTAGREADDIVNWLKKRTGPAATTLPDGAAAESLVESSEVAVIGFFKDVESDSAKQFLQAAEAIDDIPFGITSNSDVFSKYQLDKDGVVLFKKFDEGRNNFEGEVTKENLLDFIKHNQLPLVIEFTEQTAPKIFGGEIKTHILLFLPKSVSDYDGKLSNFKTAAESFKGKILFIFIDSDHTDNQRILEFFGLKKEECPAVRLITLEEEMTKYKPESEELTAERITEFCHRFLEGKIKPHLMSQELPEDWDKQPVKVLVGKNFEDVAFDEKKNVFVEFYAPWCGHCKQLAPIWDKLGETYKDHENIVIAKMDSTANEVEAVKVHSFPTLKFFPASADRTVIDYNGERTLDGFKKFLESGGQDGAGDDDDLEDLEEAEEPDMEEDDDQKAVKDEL
# * marks the source's active call; other numbers are inactive results; ? = inconclusive; nt = no result given.
SMILES,HTR2A ag,Exocytosis inh,aDG glyco act,iPSC survival up,CaV13 ICDI inh,Glyco luc inh,H9c2 protect,ABCB6 inh MLPCN,Vif imaging,PDI inh
C=CCOC(=O)C1=C(C)N(C)C(=O)NC1c1cc2c(cc1Br)OCO2 (stereo unspecified),-4,-5,0.1,1.6,-5,0,12,101,-3,8
COC(=O)COc1nc(C)c(Br)c(OC)n1,-1,-2,-0.1,3.4,-6,1,3,102,-72,2
CN(C)CCCOC(=O)c1sc2ccccc2c1Cl,-7,1,-0.2,3.3,-1,4,-1,93,nt,-1
CC(=O)Nc1ccc(NC(=O)CN(C)S(=O)(=O)c2ccc3nc(C)sc3c2)cc1,2,6,0.2,-1.1,-4,1,1,101,0,7
COc1ccc(CC2(c3ccccc3)NC(=O)NC2=O)cc1 (stereo unspecified),7,-4,-0.1,2.2,-5,6,12,113,10,22
OC(Cc1nc2ccccc2[nH]1)c1ccccc1Cl (stereo unspecified),-1,-1,-0.1,-0.7,-9,2,-2,98,0,3
O=C(OCC(=O)N1CCc2ccccc2C1)c1cccnc1Cl,-3,-1,0.3,-0.3,-2,2,2,96,9,0
COc1cc(/C=N/n2c(-c3ccc4c(c3)NC(=O)CO4)csc2=Nc2cccc(C)c2)ccc1O,-6,0,-0.8,0.3,-6,0,5,92,34,16
C=CCNCCOc1cccc(Br)c1,9,-4,0.2,1.5,-4,-1,7,94,0,-2
Cc1ccc(S(=O)(=O)NC(=O)c2cc(C)n(-c3ccc(N(C)C)cc3)c2C)cc1,-5,1,-0.2,1.9,-5,0,-4,100,3,4
O=C1CNC(=S)N1CCc1ccc(O)c(O)c1,1,-1,0.0,-0.7,-3,-1,-2,98,-4,3
Cc1cc2c(C)nc(N/N=C/c3ccccc3)nc2o1,1,-2,-0.2,0.6,-2,1,0,100,-6,-14
CCCN1C2CCCC1CC(NC(=O)c1ccc(Br)cc1)C2 (stereo unspecified),-7,4,0.0,0.1,-2,2,6,102,-18,-6
CCOC(=O)CCP(=O)(O)C(O)c1ccccc1 (stereo unspecified),5,-1,0.5,3.4,-3,1,-6,91,7,0
COc1ccc(-c2csc(NC(=O)C3CCN(c4ncnc5sc(C)c(C)c45)CC3)n2)cc1OC,11,38,2.0,0.2,-5,-11,-18,91,-5,9
Cc1ccc(CNC(=O)COC(=O)Cn2nc(C)c([N+](=O)[O-])c2C)cc1,-2,2,-0.4,-0.9,-5,0,0,99,-5,-4
COc1ccc(F)cc1-c1nc(N)nc(N)n1,-8,12,0.3,3.9,-12,0,16,94,2,-5
Cc1ccc(C(=S)N2CCN(Cc3ccccc3)CC2)cc1,0,-5,0.5,1.9,-5,-1,-11,99,-4,4
COc1ccc(C2CCCN2C(=S)Nc2cccc(Cl)c2C)cc1OC (stereo unspecified),0,-3,0.2,0.0,-5,0,0,101,-7,-7
O=C(Nc1ccn(CCCNCCc2ccccn2)c(=O)n1)OCc1ccccc1,-1,-3,0.0,0.0,-11,-1,10,97,-1,2

# Continued; the last 4 above are carried over.
SMILES,HTR2A ag,Exocytosis inh,aDG glyco act,iPSC survival up,CaV13 ICDI inh,Glyco luc inh,H9c2 protect,ABCB6 inh MLPCN,Vif imaging,PDI inh
COc1ccc(F)cc1-c1nc(N)nc(N)n1,-8,12,0.3,3.9,-12,0,16,94,2,-5
Cc1ccc(C(=S)N2CCN(Cc3ccccc3)CC2)cc1,0,-5,0.5,1.9,-5,-1,-11,99,-4,4
COc1ccc(C2CCCN2C(=S)Nc2cccc(Cl)c2C)cc1OC (stereo unspecified),0,-3,0.2,0.0,-5,0,0,101,-7,-7
O=C(Nc1ccn(CCCNCCc2ccccn2)c(=O)n1)OCc1ccccc1,-1,-3,0.0,0.0,-11,-1,10,97,-1,2
CCCNC(=O)CC(NS(=O)(=O)c1ccc(NC(C)=O)cc1)C(C)C (stereo unspecified),1,5,0.1,0.8,0,5,4,99,5,0
CSc1ccc(CN(C)C(=O)C(Cc2ccccc2)NC(=O)c2ccccc2)cc1 (stereo unspecified),11,6,-0.2,-0.4,-5,-3,34,97,3,-2
Cc1cccc(NC(=O)c2nc[nH]c2C(=O)Nc2cccc(C)c2)c1,-1,1,-0.3,1.8,-2,-1,-12,97,-6,0
COc1ccc2[nH]c3c(c2c1)CCN1C(=O)C(CC(=O)NCC24CC5CC(CC(C5)C2)C4)C[C@H](C(=O)N2CCCCC2)[C@@]31C (stereo partly specified),-2,1,0.0,0.1,-6,-5,-7,93,-1,-4
Cc1ccccc1C(=O)NC(=S)Nc1ccc2[nH]c(=O)[nH]c2c1,-3,7,-0.2,-0.7,-17,-1,-1,99,7,-3
CCN1C(=O)/C(=C2/C=Cc3ccccc3N2CC)SC1=S,-2,-1,-0.4,-0.2,-6,0,2,103,-13,-2
CCCCNC(=S)N/N=C/C1=CCC2CC1C2(C)C (stereo unspecified),-3,0,3.1,2.3,-5,-9,-13,96,-31,0
COCCN=C1NC(=O)C(CC(=O)Nc2cccc(Cl)c2C)S1 (stereo unspecified),0,-1,-0.3,-0.6,-4,1,3,102,-2,-3
CCOC(=O)Cc1cc(=O)[nH]c(=O)[nH]1,-1,0,0.4,-1.0,-7,1,3,96,-1,2
CCOC(=O)C1=C(O)CSC1=Nc1cccc(Cl)c1,6,-8,0.0,-1.5,-3,-1,14,181,nt,-3
COc1ccc(CCNC(=O)Cn2c(=O)c3cccn3c3cccnc32)c(OC)c1OC,3,-3,-0.1,-0.2,-15,0,10,108,12,5
CC1(C(=O)NS(=O)(=O)C2CC2)CCCN(C(=O)c2cccc(C(F)(F)F)c2)C1 (stereo unspecified),0,2,-0.3,-1.7,-13,4,9,90,-7,-3
CC1=C(C(=O)OCCBr)C(c2cccc3ccccc23)NC(=O)N1 (stereo unspecified),3,-2,0.2,1.0,-18,0,-2,104,-9,1
Cc1ccc(C(O)CN2C3=NCCCN3c3ccccc32)cc1 (stereo unspecified),-3,3,-0.1,-0.1,-9,1,-4,96,-2,2
CC1(C(=O)NS(=O)(=O)C2CC2)CCCN(C(=O)COc2ccc(Cl)cc2Cl)C1 (stereo unspecified),1,6,0.1,3.5,-6,1,6,103,-3,2
O=C(c1ccco1)N1CCN(CC(O)COc2ccc3oc4ccccc4c3c2)CC1 (stereo unspecified),14*,-2,0.2,-2.4,nt,2,-2,95,-17,6
Cc1ncc([N+](=O)[O-])n1CCOC(=O)NC(NCc1ccccc1)C(Cl)(Cl)Cl (stereo unspecified),-5,-4,0.0,3.5,nt,0,-5,100,0,5
Cc1ccc(NC(=O)Cc2nnc(SCC(=O)Nc3nncs3)n2C)cc1,4,?,0.0,-0.3,-2,1,-6,100,3,-2
C=CCNc1nc(NCCOC)c2sc(-c3ccccc3)cc2n1,-7,1,0.7,2.7,-6,0,-6,89,nt,-4
O=C(Nc1ccccc1Cl)c1cc(C2CCCN(C(=O)c3ccc4c(c3)CCO4)C2)on1 (stereo unspecified),4,-10,0.3,1.2,-6,0,0,101,2,-43
CCc1nn(CC(=O)NCCCN(C)Cc2ccccc2)c(=O)c2cc3sc(C)cc3n12,-4,5,0.3,-0.4,-3,-3,5,103,-6,1
Nc1nc2ccccc2cc1C(=O)NCCCCc1ccccc1,-2,-6,3.0,-0.3,nt,nt,nt,87,nt,nt
CC(Sc1nnc(CC(=O)Nc2ccccc2F)n1C)C(=O)Nc1nccs1 (stereo unspecified),-2,-12,0.0,0.4,-7,1,4,96,-5,8
CCOC(=O)N1CCC(NC(=O)C2CCC(Cn3c(=O)[nH]c4ccccc4c3=O)CC2)CC1 (stereo unspecified),1,-2,-0.1,-1.2,-4,-2,-1,93,0,2
CCOC(=O)N1CCN(C(=O)CN(c2cccc(C)c2)S(=O)(=O)c2ccc(C)cc2)CC1,-4,-4,0.1,-1.1,nt,1,4,98,5,-1
COc1ccc(S(=O)(=O)N2CCN(CC(=O)Nc3c(C)n[nH]c3C)CC2)cc1OC,4,-2,0.2,1.4,-7,1,-4,92,1,16
Cc1ccc(C(=O)Nn2cnc3ccccc3c2=O)cc1C,3,-6,0.0,-0.4,-4,-2,3,79,-11,-72
COc1ccc2oc(=O)c(C(C)=O)cc2c1,6,7,0.0,0.0,-6,0,1,100,?,-1
COc1ccc(C(=O)N(C)C(C)c2ccon2)cc1OC1CCN(C(C)C)CC1 (stereo unspecified),-9,-17,-0.4,0.2,nt,2,-2,100,-7,5
CCCC1=NN(C(=O)C(=O)Nc2ccc(Br)cc2)C(O)(C(F)(F)F)C1 (stereo unspecified),-8,-1,-0.5,-0.7,-5,1,-13,95,1,-3
Cc1cccc(OCC(=O)Nc2ccc3oc(=O)ccc3c2)c1,-3,-2,0.1,0.3,-3,0,1,95,-4,21

# Arranged by SMILES length (lowest first): part of the list above
SMILES,HTR2A ag,Exocytosis inh,aDG glyco act,iPSC survival up,CaV13 ICDI inh,Glyco luc inh,H9c2 protect,ABCB6 inh MLPCN,Vif imaging,PDI inh
Nc1nc2ccccc2cc1C(=O)NCCCCc1ccccc1,-2,-6,3.0,-0.3,nt,nt,nt,87,nt,nt
Cc1ccc(C(=O)Nn2cnc3ccccc3c2=O)cc1C,3,-6,0.0,-0.4,-4,-2,3,79,-11,-72
Cc1cccc(OCC(=O)Nc2ccc3oc(=O)ccc3c2)c1,-3,-2,0.1,0.3,-3,0,1,95,-4,21
CCCC1=NN(C(=O)C(=O)Nc2ccc(Br)cc2)C(O)(C(F)(F)F)C1 (stereo unspecified),-8,-1,-0.5,-0.7,-5,1,-13,95,1,-3
COc1ccc(S(=O)(=O)N2CCN(CC(=O)Nc3c(C)n[nH]c3C)CC2)cc1OC,4,-2,0.2,1.4,-7,1,-4,92,1,16
CCOC(=O)N1CCC(NC(=O)C2CCC(Cn3c(=O)[nH]c4ccccc4c3=O)CC2)CC1 (stereo unspecified),1,-2,-0.1,-1.2,-4,-2,-1,93,0,2

# High-throughput results (PubChem BioAssay)
